Compound activity (PubChem)
S3 lipid droplet – qHTS Assay for Lipid Storage Modulators in Drosophila S3 Cells; Drosophila S3 cells, BODIPY lipid droplet fluorescence, 18-24 h; cells fed with added oleic acid; 320,000 tested, 0.64% active; Potency in µM for hits, for the others lipid storage change, negative = inhibition, % at the top dose, mostly 46.1 µM; active = well fitted inhibition curve with a large enough effect in the signal ratio, with a control signal flat, not every such curve was filed as active; inconclusive = small, poorly fitted or top-dose-only effect, or effect the other way, or a change in a side signal; the % refers to the signal ratio
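Laser-scanning cytometry quantifies lipid droplet accumulation (500–530 nm total intensity; droplet/cell object ratio) in oleic acid-fed (400 uM added) Drosophila S3 cells treated with a concentration series. 20 uM Triacsin C defined 100% inhibition.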
S3 lipid droplet cell count max – second read-out of S3 lipid droplet, no call of its own (marks repeat the call); cell number change, %; measured here: cell count max response;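 cells counted by Cell Tracker Red CMTPX staining in the red channel; peak over a dose series mostly up to 46.1 µM; percent activity relative to internal control wells on each plate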
* = called active by the depositor; i = inactive; u = inconclusive; x = not tested or not shown. % is set by controls: 0 for no effect and ±100 for the full control effect; potency is the fitted concentration of half-maximal effect.

molecule	S3 lipid droplet	S3 lipid droplet cell count max
COc1ccc(C2=NN(C(=O)CSc3nc4ccccc4s3)C(c3ccc(F)cc3)C2)cc1 (stereo not drawn)	0%	-14
CCCC(C)C(=O)Nc1nc(C)c(-c2csc(Nc3ccccc3OC)n2)s1 (stereo not drawn)	u	x
CSCC[C@H](NC(=O)c1ccc2c(c1)OCO2)c1nnc2ccccn12	u	x
CCCCn1c(N)c(N(CCC(C)C)C(=O)CSc2nnc(Nc3ccccc3)s2)c(=O)[nH]c1=O	u	x
Cc1ccc(Nc2cc(C(=O)NCCCN3CCOCC3)c3ccccc3n2)cc1C	u	x
Cc1cc(C)n(CCNC(=O)c2cc(COc3ccc4ncccc4c3)on2)n1	-13%	-18
O=C(CCC(=O)c1ccc(F)cc1)NC1CCCN(Cc2ccccc2F)C1 (stereo not drawn)	u	x
Cn1c(C(=O)OCC(=O)NCc2ccco2)cc2sccc21	u	x
COC(=O)/C(C#N)=C/c1c(N2CCN(c3ccccc3)CC2)nc2c(C)cccn2c1=O	u	x
C=CCn1c(N)cc(=O)nc1SC(C)C(=O)Nc1ccc(C(=O)OCC)cc1 (stereo not drawn)	13%	21
CCCn1c(SCC(=O)Nc2cccc(C)n2)nnc1C(C)C	0%	0
Cc1ccccc1OCC(=O)Nc1ccc(N2CCN(C(=O)C(C)C)CC2)c(Cl)c1	u	x
COc1ccc(S(=O)(=O)N(C)CC(=O)NCc2cccnc2)cc1Cl	u	x
COc1ccc2c(Cl)c(C(=O)OCC(=O)c3ccc4c(c3)NC(=O)CO4)sc2c1Cl	u	x
Cn1cccc1/C=N/n1c(-c2ccc(Cl)cc2)n[nH]c1=S	25%	x
Cc1n[nH]c(C)c1CCC(=O)N/N=C/c1c(C)[nH]c2ccccc12	u	x
CCn1c(CCNC(=O)c2ccc(C)cc2)n[nH]c1=S	18%	23
CC(C)(C)c1[nH]nc2c1C(c1ccc(OC(=O)c3ccco3)cc1)C(C#N)=C(N)O2 (stereo not drawn)	-24%	-9
Clc1ccc(COc2cccc(CNCc3ccncc3)c2)cc1	u	x
COc1ccc(OC)c(C(c2nnnn2CCc2ccccc2)N2CCN(c3ccccc3)CC2)c1 (stereo not drawn)	8%	-12

Compounds from the list above with a thiophene ring, fused or not, in the order listed:
molecule	S3 lipid droplet	S3 lipid droplet cell count max
Cn1c(C(=O)OCC(=O)NCc2ccco2)cc2sccc21	u	x
COc1ccc2c(Cl)c(C(=O)OCC(=O)c3ccc4c(c3)NC(=O)CO4)sc2c1Cl	u	x

(further entries)
molecule	S3 lipid droplet	S3 lipid droplet cell count max
O=C(Nc1c(C(=O)O)[nH]c2ccccc12)NC1CCCCC1	u	x
O=C(Cn1ncc(Cl)c(Cl)c1=O)NCC1CCCCC1	u	x
Nc1nc(NC(=O)c2ccc(F)cc2)ns1	18%	-6
COC(=O)c1cccc(NC(=O)Nc2ccc(Cl)cc2Cl)c1	-2%	x
CCCCn1c(N)c(N(CCOC)C(=O)c2cnccn2)c(=O)[nH]c1=O	9%	13
CCn1c(SCC(=O)N2CCC(C)CC2)nc2c1c(=O)n(C)c(=O)n2C	u	x
C=CCSc1nc(=O)n2ccccc2n1	8%	x
CC(C)(C)NC(=O)C(=O)NCc1ccccn1	u	x
Cc1ccc(-c2nc(NCc3ccco3)n(C(=O)c3ccco3)n2)cc1	-2%	0
Cn1cnnc1SCC(=O)c1c(N)n(Cc2ccccc2)c(=O)n(C)c1=O	u	x
Cc1ccc(/C=C(/NC(=O)c2ccccc2)C(=O)NCCc2c[nH]c3ccccc23)o1	u	x
Cc1nc2ccccc2c(=O)n1-c1cccc(NC(=O)c2cccs2)c1	u	x
COC(=O)c1ccc(Oc2ccc3nncn3n2)cc1	5%	19
CC(=O)Nc1ccc(S(=O)(=O)N(C)CC(=O)OCC(=O)Nc2ccc3c(c2)OCO3)cc1	3%	x
N[C@@H](Cc1cc(I)c(O)c(I)c1)C(=O)O	0%	-10
COc1ccc(NC(=O)CN(C)S(=O)(=O)c2ccc3c(c2)CCC(=O)N3)c(OC)c1	-8%	-5
CCOC(=O)/C(C#N)=N/Nc1ccccc1OC	24%	1
COCCCN(C(=S)Nc1ccc(C)cc1Cl)C(C)c1ccncc1 (stereo not drawn)	17%	7
C/C(=N\N=C(/N)SC1CC(=O)N(c2ccc(Cl)c(Cl)c2)C1=O)c1cccs1 (stereo not drawn)	-10%	12
Cc1c(C)n(C(=O)CSc2nccn2C)c2ccccc12	u	x
O=S(=O)(c1cccc(F)c1)N1CCC(CO)(Cc2cccc(F)c2)CC1	-1%	-1
CCOC(=O)C1=C(C)NC(C)=C(C(=O)OCC)C1C(=O)OCC(=O)N1CCc2ccccc2C1	27%	-11
O=C(CC1c2ccccc2Oc2ccccc21)NCc1ccco1	-2%	3
O=C(Oc1c(-c2ccccc2Cl)oc2ccccc2c1=O)c1ccc(Cl)cc1	u	x
CC(C)CNc1c(N)c(=O)oc2ccccc12	u	x
Clc1cccc2sc(N3CCCC3)nc12	u	x
Fc1ccc(-c2nnsc2Sc2ccccn2)cc1	u	x
Cc1cccc(NC(=O)c2ccccc2OCC(=O)N2CCCC2)c1C	u	x
CN1CCN(C2=NC3(CCCC3)C(C#N)C(=O)N2)CC1 (stereo not drawn)	-8%	0
O=[N+]([O-])c1ccc(Oc2c(F)c(F)nc(N3CCCC3)c2F)cc1	u	x
CCC(=O)Nc1c(-c2ccccc2Cl)c(=O)c2ccccc2n1CC	0%	18
Cc1ccc2nc(C)c3c(c2c1)COC3	4%	11
CC(C)(C)NC(=O)NC(=O)CSc1n[nH]c(-c2ccccc2Br)n1	u	x
C#CCNC(=O)C1=C[C@H](C2CCCCC2)[C@@H](CCCO)[C@H](OCC)O1	-20%	-17
CC(=O)c1ccc(N2CCN(c3ncccn3)CC2)c([N+](=O)[O-])c1	u	x
O=C(Nc1nc(-c2cccs2)c(-c2ccccc2)s1)c1ccco1	-17%	x
Cc1ccc(C)c(Oc2cc(F)nc(N)n2)c1	3%	-17
O=C(Nc1cc(-c2nc3ncccc3o2)ccc1Cl)c1ccc([N+](=O)[O-])o1	u	x
Cc1ccc(COc2ccc(C(=O)NN)cc2)cc1	u	x
COc1ccc(-c2nc(SCC(=O)Nc3nccs3)c(-c3ccc(Cl)cc3)[nH]2)cc1	u	x
Cc1ccc(CNC(=O)CCc2nnc(Cc3ccc(-c4ccccc4)cc3)o2)o1	9%	-1
Cc1ccc(-n2c(SCC(=O)OC(C)C)nnc2-c2ccco2)cc1	u	x
COc1c(Br)cc(Br)cc1/C=N/NC(=O)c1ccncc1	6%	5
COc1ccc(N2C(=O)C3CCCN3C2c2ccccc2Cl)cc1 (stereo not drawn)	0%	10
Cn1c(=O)cc(N2CCOCC2)[nH]c1=O	1%	2
O=C(COC(=O)c1ccc(F)cc1F)NC(=O)Nc1ccc2c(c1)OCCO2	u	x
O=C(N/N=C/c1ccc(N2CCOCC2)c([N+](=O)[O-])c1)c1ccc(F)cc1	u	x
Cc1nc(=O)c(-c2ccccc2)c(C)n1-c1ccccc1	u	x
CC1CCN(S(=O)(=O)CCNC(=O)c2ccc3c(c2)OCO3)CC1	u	x
O=C(CSCc1ccc(Cl)cc1)Nc1ccc(-c2nnc(-c3ccccc3)o2)cc1	3%	-1
COc1ccc(OCC(=O)OCC(=O)N2C(C)CCCC2C)cc1 (stereo not drawn)	3%	-1
O=C(Nc1ccc(F)c(Cl)c1)c1nsc(Cl)c1Cl	7%	-3
CCSc1ccc2nnc(-c3ccc(F)cc3)n2n1	i	x
COc1cc(OC)cc(C(=O)N[C@H](C(=O)Nc2nc3c(s2)CCCC3)C(C)C)c1	u	x
Cc1ccc(CNC(=O)CCSCc2ccccc2F)cc1	1%	-3
CCOC(=O)N1CCC(NC(=O)CC2C(=O)NCCN2Cc2cccc(F)c2F)CC1 (stereo not drawn)	u	x
O=C(Nc1ccccc1Cl)C1CCN(Cc2cnn(-c3ccccc3)c2-n2cccc2)CC1	u	x
Cc1[nH]n(C(N)=S)c(=O)c1N=Nc1ccc(Cl)cc1Cl	12%	-11
Cc1cccc(CSc2ccc(-c3cccs3)nn2)c1	u	x
O=C(NCCc1cccs1)C(c1ccccc1)c1ccccc1	i	-25

In another format: entries from further up
C=CCn1c(N)cc(=O)nc1SC(C)C(=O)Nc1ccc(C(=O)OCC)cc1 (stereo not drawn)
  S3 lipid droplet: 13%
  S3 lipid droplet cell count max: 21
CCCn1c(SCC(=O)Nc2cccc(C)n2)nnc1C(C)C
  S3 lipid droplet: 0%
  S3 lipid droplet cell count max: 0
Cc1ccccc1OCC(=O)Nc1ccc(N2CCN(C(=O)C(C)C)CC2)c(Cl)c1
  S3 lipid droplet: u
  S3 lipid droplet cell count max: x
COc1ccc(S(=O)(=O)N(C)CC(=O)NCc2cccnc2)cc1Cl
  S3 lipid droplet: u
  S3 lipid droplet cell count max: x

The list goes on:
molecule	S3 lipid droplet	S3 lipid droplet cell count max
COCc1ccc(C(=O)N2CCCC(CCC(=O)NCc3ccccc3F)C2)o1 (stereo not drawn)	u	x
Cn1nnc(C(O)CNCc2ccc(Cl)cc2)n1 (stereo not drawn)	0%	12
Cc1ccc(C(=O)NNC(=O)CCC(=O)Nc2cccc(Cl)c2C)cc1	1%	13
O=C(COc1ccc(N2C(=O)c3ccccc3C2=O)cc1)c1ccccc1	u	x
Clc1ccc(-c2csc(Nc3ccccc3)[n+]2Cc2ccco2)c(Cl)c1	i	x
CCc1ccc(NC(=O)c2noc3c2CCC3)cc1	u	x
O=C(Nc1ccc2c(c1)OCO2)c1cccc(S(=O)(=O)N2CCCC2)c1	u	x
O=C(Nc1ccc(Cl)cc1)N1CCCC(Cn2cccc2)C1 (stereo not drawn)	12%	1
CC(=O)NS(=O)(=O)c1ccc(NC(=O)c2cc3c(=O)n4ccccc4nc3s2)cc1	6%	22
COc1cc(NC(=O)CSc2nccc(C)n2)c(C)cc1[N+](=O)[O-]	u	x
CN(CC(=O)Nc1c(Cl)cccc1Cl)C(=O)CNC(=O)c1ccco1	i	-8
Cc1cc(C)c(S(=O)(=O)Cc2ccccc2)c(Cl)n1	u	x
O=c1[nH][nH]cc1C=NCc1cccc(C(F)(F)F)c1	11%	-29
CCOC(=O)c1c(N2C(=O)C3CC(C)=C(C)CC3C2=O)sc(C)c1C (stereo not drawn)	u	x
CCC1CCCCN1C(=O)COC(=O)c1n[nH]c2ccccc12 (stereo not drawn)	i	14
O=C(CC1SC(=NC2CCCCC2)NC1=O)Nc1ccccc1 (stereo not drawn)	u	x
Cc1occc1C(=O)N1CCCC(Nc2ccc(F)cc2)C1 (stereo not drawn)	u	x
Cc1cccc(-n2c(C)cc(/C=C3/C(=N)N4C(c5ccccc5)=CSC4=NC3=O)c2C)c1	8%	13
C#CCOCCOCCOCCNc1nc(N2CCN(C(=O)Cn3cc(CC(C)O)nn3)CC2)nc(N2CCN(C(=O)[C@H](C)n3cc(CCCN=C(N)N)nn3)CC2)n1 (stereo partly drawn)	3%	-8
COc1ccc(CCN(C)C(=S)NC(=O)c2ccc(F)cc2Cl)cc1OC	u	x
Cc1ccc(-n2c(Cn3cnc4ccccc43)nnc2SCC(=O)O)cc1	-1%	3
Cc1ccccc1-n1c(SCC(=O)N/N=C/c2c(C)nn(-c3ccccc3)c2C)nc2ccccc2c1=O	u	x
COc1ccc(/C=N/OCc2ccc(Br)cc2)c(OC)c1	24%	20
O=C(NNc1ccc([N+](=O)[O-])cc1[N+](=O)[O-])c1ccco1	u	x
CN(Cc1cnccn1)Cc1ccccc1OCC(O)CN1CCc2ccccc2C1 (stereo not drawn)	9%	2
CCc1ccc(C(=O)Nc2ccc(C)c(NS(C)(=O)=O)c2)cc1	14%	19
O=NN(CCCl)C(=O)NCCCl	-2%	1
O=c1cc(-c2cccc([N+](=O)[O-])c2)[nH][nH]1	u	x
CC(Oc1ccccc1F)c1nnc(SCC(=O)Nc2ccc(N3CCOCC3)cc2)o1 (stereo not drawn)	10%	12
CC(=O)Nc1ccc2c(c1)CN(c1cc(C)ccc1C)CO2	13%	-3
Clc1ccc(-c2nnc(CNC3CC3)o2)cc1	16%	6
CCOC(=O)N(C)S(=O)(=O)c1ccccc1[N+](=O)[O-]	u	x
Cc1cc2nc(C(C)(C)C)cc(N)n2n1	u	x
COc1cccc(/C=N/Nc2nnc3c(n2)[nH]c2ccccc23)c1OC	19%	-8
O=C1Nc2ccccc2N(O)N1c1cc(-c2ccccc2)[nH]n1	u	x
COc1cc(C(c2sc3nc(C)nn3c2O)N2CCN(c3ccccc3)CC2)cc(OC)c1OC (stereo not drawn)	1%	0
O=C(Cn1cnc2c(NC(=O)OCc3ccccc3)ncnc21)NCc1ccccn1	u	x
COc1ccccc1CNC(=O)c1ccccc1OC	u	x
CC(=O)Nc1c2c(nn1-c1ccc(C)cc1C)CSC2	-9%	-22
Nc1nc(C(F)(F)F)cc(=O)n1N	u	x
CC1CC1C(=O)OCC(=O)NC(=O)NC12CC3CC(CC(C3)C1)C2 (stereo not drawn)	-3%	-22

This is a subset; count on the stated rates, not on these rows.
